# Assay outcomes from PubChem BioAssay.
# phage Ecoli inh = E. coli growth loss with phage present; growth absorbance; 0.26% of 360,000 active; inhibition, % at 11.9 µM; in the data active means inhibition above about 11%
# CAL PDZ FP-1 = blocks peptide binding to the human CAL PDZ domain; purified CAL PDZ, TMR-peptide fluorescence polarization, 1 h; AID 602252; 0.92% of 300,000 active; inhibition, % at 24.9 µM; Q9HD26;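 active means mean inhibition of at least 30% with at least half of replicates also reaching 30%; inconclusive means no clear call, values can overlap the other calls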;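 further: 0% = DMSO neutral control and 100% = excess unlabeled competitor peptide PRC23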
# CAL PDZ FP-2 = human CAL PDZ-peptide interaction inhibition; purified CAL PDZ, TMR-peptide fluorescence polarization, 1 h; inhibition, % at 20 µM; Q9HD26; AID 504414; 0.02% of 330,000 active;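 active means highest replicate inhibition of at least 40%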;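 further: plate controls were DMSO neutral control wells for no effect and unlabeled competitor peptide control wells for full effect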
#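 material = purified tagged CAL PDZ domain construct (CerCALP) | compound dosing = 20 µM, one dose | times = 1 h at RT | measured by = fluorescence polarization from S- and P-plane intensities, G-factor corrected | read-out = inhibition from polarization loss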
# Wnt bcat act = activators of Wnt/beta-catenin signaling; Wnt/beta-catenin reporter cell assay, activator, plate reader; activation, % at 9.35 µM; 1.2% of 300,000 active; in the data active means activation above about 30%, passing the limit was not always enough; inconclusive means no clear call, values can overlap the other calls;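 further: 0% = neutral control wells and 100% = positive control wells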
# SR-BI uptake up = enhances SR-BI lipid uptake from DiI-HDL | CHO ldlA[mSR-BI] cells, DiI-HDL uptake fluorescence, 3 h; 100 = double the neutral-control signal | activation, % at 12.5 µM | 0.096% of 320,000 active | AID 504775;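 active means mean replicate activation of at least 60% and every replicate at or above 60%; inconclusive means mean or all-replicate condition met, but not both; inactive means mean below 60% and not all replicates reaching 60%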;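 further: 0% = median plate neutral-control signal and 100% = twice that signal; values of inactives mirror those of a sister screen read the other way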
#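 Test system: SR-BI-overexpressing, LDLR-lacking CHO cells. Measured by: DiI fluorescence, bottom read. Medium: Ham's F12 with 0.5% BSA, HEPES 25 mM, pH 7.4. Timing: 3 h uptake period with compound, 37 °C.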
# MITF TRPM1 HTS = MITF TRPM1 promoter activation in melanoma cells | SK-MEL-5 TRPM1-promoter luciferase, 24 h; % of positive control, neutral wells = 0 | activation, % at 12.5 µM | 0.75% of 300,000 active | AID 588334;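 active means mean activation of at least 80% with every replicate also reaching 80%; inconclusive means mean reaches 80% but some replicate falls short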;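 further: 0% = neutral control wells and 100% = parthenolide positive control wells; values of inactives mirror those of a sister screen read the other way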
# AddAB inh = less growth of phage-infected E. coli with AddAB; inhibition, % at 11.9 µM; E. coli expressing H. pylori AddAB, absorbance growth; 0.29% of 330,000 active; in the data active means inhibition above about 12%;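 further: 0% = vehicle wells of infected cells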
# SR-BI HDL uptake = blocks mouse SR-BI lipid uptake from DiI-HDL | Q61009 | ldlA[mSR-BI] CHO cells, DiI-HDL uptake fluorescence, 3 h | inhibition, % at 12.5 µM | 0.96% of 320,000 active | AID 488896;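 active means mean replicate inhibition of at least 70% and a set share of replicates each scoring 70 or more; inconclusive means meets just one of the two criteria; inactive means fails both criteria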;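 further: 0% = median of neutral control wells and 100% = median of positive control wells; values of inactives mirror those of a sister screen read the other way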
# Target sequence (Q61009 whole entry, looked up): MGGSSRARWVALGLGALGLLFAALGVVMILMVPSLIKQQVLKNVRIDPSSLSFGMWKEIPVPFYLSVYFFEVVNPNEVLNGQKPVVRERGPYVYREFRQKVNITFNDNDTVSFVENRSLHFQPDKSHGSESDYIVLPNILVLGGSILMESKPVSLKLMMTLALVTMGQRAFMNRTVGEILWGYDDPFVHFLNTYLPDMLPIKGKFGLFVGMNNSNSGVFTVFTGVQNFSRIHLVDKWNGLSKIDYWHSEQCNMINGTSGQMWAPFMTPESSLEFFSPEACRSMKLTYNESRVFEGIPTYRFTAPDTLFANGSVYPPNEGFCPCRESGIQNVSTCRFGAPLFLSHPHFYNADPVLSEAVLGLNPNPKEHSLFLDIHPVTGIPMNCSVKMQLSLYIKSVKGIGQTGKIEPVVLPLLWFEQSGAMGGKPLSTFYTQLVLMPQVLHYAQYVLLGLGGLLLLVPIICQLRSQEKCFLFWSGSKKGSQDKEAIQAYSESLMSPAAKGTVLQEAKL
# Tat transport = blocks Tat-dependent protein export in E. coli; E. coli MC4100 TorA-mCherry Tat export, fluorescence; inhibition, % at 10 µM; 0.036% of 340,000 active;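 active means mean replicate inhibition at least 50% and at least half of replicates individually reaching 50%; inconclusive means only one of the two criteria met; inactive means neither criterion met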;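 further: exported cargo escapes ClpAP degradation while cytoplasmic cargo is degraded and loses fluorescence; 0% = median of neutral control wells and 100% = median of NaSCN control wells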
# E coli growth = reduces bacterial viability in AddAB counter-screen; E. coli V3065 growth, OD600 absorbance, 18 h; AID 449728; 0.27% of 330,000 active; inhibition, % at 11.9 µM;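 active means inhibition above the campaign's mean inhibition across all tested compounds plus 3 SD, cut at about 9.9% in these data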;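 further: uninfected addAB+ strain grown without phage in ampicillin broth; 0% = DMSO wells and 100% = ciprofloxacin 0.95 µg/ml wells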
# * hit, by the source's call; ? = inconclusive; · = not tested or not shown.
compound,phage Ecoli inh,CAL PDZ FP-1,CAL PDZ FP-2,Wnt bcat act,SR-BI uptake up,MITF TRPM1 HTS,AddAB inh,SR-BI HDL uptake,Tat transport,E coli growth
CCCC(=O)Nc1ccc2c(c1)nc(CCN1CCCCC1)n2C,2.6,·,0.0,1,15,6,4.2,-15,7,1.0
Nc1c(C(=O)NCC2CCCO2)sc2nc3c(c(-c4ccco4)c12)CC/C3=C\c1ccco1 (centres undefined),0.5,1,0.9,-6,-45,-3,·,45,1,·
C#CCNC(=O)C1=C[C@@H](C2CC2)C[C@@H](OCCCCO)O1,1.3,-3,0.7,0,-4,-4,1.4,4,5,-0.7
COc1ccc(C)cc1NC(=O)CN1C(=O)COc2ccc(S(=O)(=O)N3CCOCC3)cc21,0.2,-3,-1.9,0,1,2,3.2,-1,0,-1.5
Cc1ccccc1C(=O)N1CCC(C(=O)NC(C)c2ccc(-n3ccnc3)cc2)CC1 (centres undefined),-0.6,-7,10,-3,7,-6,0.4,-7,?,-0.6
Cc1cccc(OCCC(=O)Nc2c(C)n(C)n(-c3ccccc3)c2=O)c1,1.0,-1,·,·,8,-12,-0.2,-8,3,-0.9
CCOC(=O)C1(CCc2ccccc2)CCN(C(=O)CCc2cnccn2)CC1,1.9,·,-0.7,3,-16,29,1.7,16,1,0.1
Cc1onc(-c2c(F)cccc2Cl)c1C(=O)Nc1c(C)n(C)n(-c2ccccc2)c1=O,0.6,3,0.1,·,15,5,2.0,-15,8,-0.7
CC(C)(C)NC(=O)C1Cc2ccccc2CN1 (centres undefined),3.4,11,-0.8,-1,13,5,4.0,-13,3,0.5
CCOc1ccc(C(=O)OC(C)C(=O)N2CCN(Cc3ccccc3)CC2)cc1 (centres undefined),2.4,·,-0.4,3,-50,-13,-0.9,50,2,0.8
O=C(CSc1nc2ncccc2[nH]1)c1ccc2c(c1)OCO2,3.0,·,·,18,·,·,1.3,·,·,1.0
CCc1nc(C)c(C#N)c2cc(OC)c(OC)cc12,2.2,-2,-2.9,-2,-25,0,-1.4,25,-4,-1.7
C=CCSC1=NNC(c2ccc(C(C)(C)C)cc2)=NN1,3.5,-2,-0.6,12,-10,66,0.1,10,2,0.6
CC(C)c1c(O)nc(SCCN2CCOCC2)[nH]c1=O,0.7,-2,-3.9,-3,28,1,-0.3,-28,4,-0.1
CN(C)S(=O)(=O)c1ccc(C(=O)N2CCN=C2SCc2cccnc2)cc1,1.4,-5,-1.6,·,·,-7,0.1,·,8,0.8
Cc1cc(C)n(-c2nc3ccccc3s2)n1,-0.1,0,-1.4,52*,-18,53,2.0,18,1,-0.9
CCCS(=O)(=O)c1nc(S(=O)(=O)c2ccc(C)cc2)c(N2CCC(O)CC2)s1,2.0,-2,-0.3,0,7,0,4.6,-7,-2,-1.1
CCOC(=O)Cc1csc(SCc2nc3sc4c(c3c(=O)[nH]2)CCC4)n1,2.7,-1,·,0,2,3,2.9,-2,10,-0.7
Nc1cc(OC(=O)c2ccco2)nn1S(=O)(=O)c1ccc(F)cc1,3.3,2,-0.5,·,-20,-9,1.7,20,5,-0.3
CCCc1cc(=O)oc2cc(OCC(=O)NC3CC(C)(C)NC(C)(C)C3)ccc12,0.8,·,-0.3,2,-1,15,1.5,1,-8,-1.3
CCCCCCC(=O)NCC(=O)OCC(=O)c1ccccc1,-1.9,·,-0.9,·,18,1,3.8,-18,0,-0.2
COc1cc(OC)cc(C(=O)NC2CCN(C(=O)N3c4ccccc4Sc4ccccc43)CC2)c1,-2.8,-3,-0.5,·,-67,-2,-0.2,67,9,-2.3
CC(C)CN(CC(C)C)C(=O)COn1nnc2ccc(S(=O)(=O)N3CCOCC3)cc21,1.6,-3,-0.1,-1,-70,9,2.2,70*,-2,0.3
Cc1cc(N=Nc2ccccc2C(=O)O)c(C)c(C)c1O,1.5,-2,-0.4,-1,·,-11,7.0,·,-1,10.0*
CC(C)(C)/C=N/NC(=O)CNC(=O)c1ccc2c(c1)OCCO2,1.4,5,-0.3,-4,4,-4,1.8,-4,1,0.8
Cn1cccc1Cc1nnc(SCC(N)=O)n1CCc1ccccc1,0.9,·,0.2,3,-7,-2,4.5,7,-3,-0.3
COc1ccc(NC(=O)CNC(=O)C23CC4CC(CC(C4)C2)C3)c(OC)c1,3.5,-2,0.1,2,7,2,-1.0,-7,2,-0.2
CCOc1ccc(S(=O)(=O)N2CCOCC2)cc1NC(=O)C1CCC1,-0.6,-2,-2.3,1,17,12,1.0,-17,-8,2.4
O=C(COC(=O)c1ccccc1NS(=O)(=O)c1cccs1)NCC12CC3CC(CC(C3)C1)C2,2.8,-2,-3.1,-2,6,-4,2.5,-6,1,0.9
Brc1ccc(-c2nnc(-c3ccccc3Br)o2)cc1,0.2,-9,0.1,·,-30,72,0.6,30,12,0.6
O=C(CCNC(=O)c1ccc([N+](=O)[O-])cc1)Nc1ccccc1N1CCOCC1,2.4,·,0.8,-2,-16,2,3.2,16,-7,1.0
CC(C)C(=O)Nc1ccc2c(c1)C(=O)NC2=O,1.1,-5,·,-1,5,-4,0.3,-5,-1,-2.0
Cc1cc(C(=O)N2CCc3ccccc3C2)c(C)o1,3.4,0,-2.2,-2,23,29,·,-23,-8,·
CC1CCN(C(=O)c2[nH]cnc2C(=O)Nc2cccc(Cl)c2)CC1,-8.0,-1,-0.3,-4,-16,4,-0.5,16,-1,-0.6
O=C(Nc1ccc(Br)cn1)C1CCN(S(=O)(=O)c2cccs2)CC1,1.4,-7,11,-1,-22,-22,4.9,22,0,2.8
CCCN1C(C)C(C(=O)OCC)=CN(Cc2cccc(I)c2)S1(=O)=O (centres undefined),·,-9,-0.1,·,-9,4,2.5,9,0,3.0
COc1ccc(C(=O)Nc2c(N)nc(SCC(=O)Nc3ccc(C(C)=O)cc3)[nH]c2=O)cc1,2.7,-3,-3.0,-1,16,6,-1.5,-16,2,0.6
CSc1nnc(C)c(=O)n1COC(=O)c1ccc(S(=O)(=O)N(C)C)cc1,2.6,-2,-1.2,-2,-7,7,3.5,7,-6,2.8
Cn1c(SCC(=O)N2CCCC2)nnc1-c1ccc(S(=O)(=O)N2CCCC2)cc1,1.4,-3,-0.8,·,12,5,0.8,-12,1,1.2
CCN(CC(=O)NCc1ccc(Cl)cc1)C(=O)c1ccc(S(=O)(=O)NCc2ccco2)cc1,-0.7,-1,-1.4,-1,-40,5,-0.4,40,-7,-1.6
CCS(=O)(=O)c1nc(S(=O)(=O)c2ccc(C)cc2)c(N2CCOCC2)s1,1.1,10,1.2,-1,20,-24,2.7,-20,-10,0.4
CCC[C@@H](CN[C@@H](CNC)[C@H](C)CC)NCC1CCC(C(C)(C)C)CC1 (some centres undefined),5.5,-6,-0.7,-24,9,-99,0.2,-9,3,-0.9
CCc1ccc(NC(=O)C2CC(=O)Nc3ncnn32)cc1 (centres undefined),5.0,0,0.4,·,-14,-8,-0.9,14,3,-1.4
CCCn1c(Nc2ccccc2C)nc2ccccc21,-0.3,-3,-2.2,1,-5,·,-2.7,5,3,-4.6
CCN1C(=O)[C@H]2[C@@H](c3ccc(C)cc3)N3C(=O)N(c4ccc(OC)cc4)C(=O)[C@@]3(Cc3ccc(Cl)cc3)[C@H]2C1=O,3.8,-3,0.2,2,17,6,1.1,-17,-2,-3.1
C/C(CC(=O)Nc1ccc(Cl)cc1)=N\NC(=O)C(=O)N1CCCCC1,3.7,-3,-1.3,4,-7,29,1.5,7,-6,-1.4
Cc1cc(-c2ccc(Cl)cc2)n2nc(C)cc2n1,2.3,-3,-0.2,0,-59,7,2.3,59,-2,-0.5
CCc1ccc(OCCOCC(O)CNC(C)CC)cc1 (centres undefined),3.6,-3,-1.4,·,1,0,0.7,-1,8,-1.4
CCOC(=O)c1ccc(NCn2c(=O)oc3ccccc32)cc1,2.2,-1,-0.5,·,6,·,0.2,-6,-12,-0.6
CCc1ccccc1NC(=O)c1cc(C)no1,-1.9,0,0.2,3,19,-7,2.4,-19,9,1.8
CC(=O)c1ccc(-n2nncc2C)cc1,-0.4,-3,·,·,15,17,1.1,-15,-6,1.6
O=C(Cc1cccs1)N/N=C/C(Cl)=C/c1ccccc1,2.9,-6,-1.8,?,-20,78,2.6,20,0,-1.9
COc1cc(S(=O)(=O)N2CCN(Cc3ccc4c(c3)OCO4)CC2)ccc1NC(C)=O,0.0,·,·,-6,·,·,-0.2,·,·,-1.9
COC(=O)Cn1cnc2sc(C)c(S(=O)(=O)N3CCC(C)CC3)c2c1=O,-0.3,1,-1.0,?,12,·,-0.8,-12,-3,-1.9
Cc1cccc(C)c1NC(=O)CNC(=O)C1CC(=O)N(Cc2ccccc2)C1 (centres undefined),1.6,-2,-2.6,0,34,-4,0.8,-34,-2,0.1
O=C(c1ccccc1Cc1ccccc1)N1CCN(S(=O)(=O)c2ccccc2[N+](=O)[O-])CC1,2.5,0,-3.6,-2,18,8,-3.1,-18,0,-0.7
CC1CCOC(c2coc3ccccc3c2=O)O1 (centres undefined),3.8,3,-0.6,-2,3,35,0.9,-3,3,1.7
O=C(CN(C(=O)c1ccc(Cl)cc1)N1C(=O)C2C3C=CC(C3)C2C1=O)c1cccs1 (centres undefined),-3.5,0,-0.4,-1,14,-15,1.4,-14,4,-0.7
CCOc1ccccc1N1CCN(Cc2cccc(OC)c2O)CC1,1.5,-3,-2.6,·,-7,1,3.2,7,-16,2.6
CCCCN(C(=O)Cc1ccc2c(c1)OCCO2)c1c(N)n(CCC)c(=O)[nH]c1=O,3.8,-2,0.5,0,8,·,2.1,-8,-3,0.5

# (further entries)
compound,phage Ecoli inh,CAL PDZ FP-1,CAL PDZ FP-2,Wnt bcat act,SR-BI uptake up,MITF TRPM1 HTS,AddAB inh,SR-BI HDL uptake,Tat transport,E coli growth
Cc1cc(C(F)F)n2ncc(C(=O)N3CCC(C(N)=O)CC3)c2n1,2.5,-1,-0.6,-2,38,5,-1.6,-38,1,1.9
Cc1nc(Cl)c(C(=O)NCCc2ccccc2)c(C)c1[N+](=O)[O-],-1.6,-4,-0.7,2,7,0,0.3,-7,3,-1.9
CCOc1cc(/C=N/NC(=O)Cc2ccc(C(F)(F)F)cc2[N+](=O)[O-])c(Br)cc1OC,3.7,1,-1.4,-4,-1,·,1.8,1,0,3.0
COCCn1cnnc1SCC(=O)Nc1cc(C)on1,2.4,·,0.2,-3,0,2,1.4,0,-2,-0.9
